Screening data: PubChem, several laboratories
HTRA1 inh: inhibitors of human serine peptidase HTRA1. inhibition, % at 5.96 µM. Q92743. 340,000 tested, 0.5% active. recombinant HTRA1, FP-rhodamine activity-based probe, fluorescence polarization; in the data active means inhibition above about 36%;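 further: 0% = enzyme with DMSO and 100% = wells lacking enzyme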
Target sequence (Q92743 whole entry, looked up): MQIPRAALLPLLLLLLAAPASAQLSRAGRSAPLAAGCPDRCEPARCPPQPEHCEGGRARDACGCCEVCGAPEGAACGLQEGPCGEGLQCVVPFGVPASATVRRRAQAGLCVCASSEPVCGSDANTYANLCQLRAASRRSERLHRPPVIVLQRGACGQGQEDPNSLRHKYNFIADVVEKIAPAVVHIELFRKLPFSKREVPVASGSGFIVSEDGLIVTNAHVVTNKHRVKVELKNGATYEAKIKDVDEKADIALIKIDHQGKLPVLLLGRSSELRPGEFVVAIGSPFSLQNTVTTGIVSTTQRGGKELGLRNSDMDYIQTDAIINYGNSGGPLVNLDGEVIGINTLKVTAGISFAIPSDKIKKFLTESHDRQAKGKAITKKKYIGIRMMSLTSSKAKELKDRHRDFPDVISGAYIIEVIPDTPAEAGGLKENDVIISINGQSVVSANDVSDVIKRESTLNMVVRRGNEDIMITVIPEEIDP
ARFGAP1 inhibitor: rat ARFGAP1 inhibition; Q62848; Arfgap1-stimulated ARF1 GTP hydrolysis, GDP FP detection; inhibition, % at 16.5 µM; 360,000 tested, 0.26% active;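 active means inhibition above a per-plate limit, mean inhibition of low control wells plus 3 SD, cut at about 25% in these data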;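 further: 0% = DMSO wells with enzyme and 100% = wells lacking Arfgap1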
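Replicates: Single well per compound | Assay system: Truncated rat Arfgap1 GAP domain | Control set: No-Arfgap1 wells (100%) versus DMSO full-reaction wells (0%) | Times: Enzyme reaction 120 min at 25 °C after 20 min preincubation | Reagent: Human ARF1(Δ1-17)-GTP substrate | Measured by: Tracer-displacement fluorescence polarization with EDTA stop, 620/688 nm | Measure: Percent inhibition of Arfgap1-stimulated GTP hydrolysis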
Rev-erbA mod: modulates human Rev-erb alpha binding to DNA; P20393; activity, % at 10 µM; 370,000 tested, 0.79% active; Rev-erbα–FITC-DNA binding, fluorescence polarization, 90 min; AID 1259318;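 active means activity above about 14%, limit read from the data; passing the limit was not always enough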;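 further: 0% = DMSO wells with 35 nM protein and 100% = DMSO wells with 750 nM protein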
Target sequence (P20393 whole entry, looked up): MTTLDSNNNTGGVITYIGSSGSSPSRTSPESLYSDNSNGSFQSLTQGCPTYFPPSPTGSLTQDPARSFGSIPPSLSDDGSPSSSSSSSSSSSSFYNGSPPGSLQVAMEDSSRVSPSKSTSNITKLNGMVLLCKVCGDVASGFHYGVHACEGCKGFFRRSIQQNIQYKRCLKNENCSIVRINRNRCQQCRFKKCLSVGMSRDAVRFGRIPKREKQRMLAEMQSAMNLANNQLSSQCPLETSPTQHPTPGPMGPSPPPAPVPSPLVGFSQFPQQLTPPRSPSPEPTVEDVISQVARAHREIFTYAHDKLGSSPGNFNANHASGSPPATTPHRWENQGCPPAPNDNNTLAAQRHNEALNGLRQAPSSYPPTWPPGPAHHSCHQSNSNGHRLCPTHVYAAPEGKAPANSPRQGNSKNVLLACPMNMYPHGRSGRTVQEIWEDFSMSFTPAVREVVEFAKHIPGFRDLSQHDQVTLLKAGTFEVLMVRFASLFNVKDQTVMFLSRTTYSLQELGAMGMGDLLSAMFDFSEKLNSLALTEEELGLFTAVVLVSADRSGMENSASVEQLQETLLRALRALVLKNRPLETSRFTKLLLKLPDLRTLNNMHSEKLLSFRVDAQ
NPR2 activator: GC-B (human) receptor activation | 370,000 tested, 0.11% active | activation, % at 10 µM | HEK293-GC-B cells, CNP EC30, cGMP TR-FRET; 0% at EC30 CNP, 100% saturating CNP;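 active means activation at 10 µM reaching about 35% in either raw or pattern-adjusted values, limit read from the data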
PG9 Ab binder: small molecules binding HIV-1 gp120 antibody PG9 | AID 624416 | TR-FRET gp120-PG9 antibody binding | inhibition, % at 6.7 µM | 360,000 tested, 0.43% active; in the data active means inhibition above about 8.5%
mABHD4 FP: ABHD4 (mouse) inhibition, primary FP screen; inhibition, % at 8.92 µM; purified mABHD4, FP-Rh probe fluorescence polarization; AID 720543; 370,000 tested, 0.54% active; Q8VD66;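 active means inhibition exceeding the mean over every tested compound plus 3 SD, cut at about 30% in these data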;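 further: 0% = plate median of compound wells and 100% = S159A mutant with DMSO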
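System: mouse ABHD4 enzyme, wild type / Medium: HEPES pH 7.0, NaCl, Pluronic buffer / Reagent: FP-Rh activity-based fluorescent probe / Control set: S159A mutant high control, sample median low control / Detection: fluorescence polarization with parallel and perpendicular emission, 525/598 nm / Schedule: 45 min + 60 min at 25 °C / Compound dosing: 8.92 µM, single dose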
NPR1 activator: GC-A (human) enzyme activation. P16066. HEK293 GC-A cells, cGMP TR-FRET, EC30 ANP; 0% at EC30 ANP, 100% saturating ANP. activation, % at 10 µM. 370,000 tested, 0.14% active; in the data active means activation above about 40%
ASAP1 inh: inhibitors of human ASAP1 ArfGAP activity; inhibition, % at 16.5 µM; Q9ULH1; 360,000 tested, 0.19% active; AID 624377; ASAP1-stimulated ARF1 GTP hydrolysis, GDP FP detection; in the data active means inhibition above about 25%;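 further: 0% = vehicle with enzyme and substrate and 100% = no enzyme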
rCAG binder: binds r(CAG) RNA repeats | inhibition, % at 3 µM | 370,000 tested, 1.3% active | r(CAG) RNA repeat, TO-PRO-1 dye displacement fluorescence;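 active means inhibition above the plate cutoff, the mean of all test compounds on that plate plus 3 SD, cut at about 35% in these data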;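 further: 0% = DMSO alone and 100% = 100 µM mitoxantrone as full dye displacement; higher means more dye released from RNA so lower well fluorescence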
SMARCA2 act: increases SMARCA2 function in MMTV reporter cells; MG213 cells, MMTV-luciferase reporter, dexamethasone, overnight; AID 652017; activation, % at 9.1 µM; 370,000 tested, 1% active; in the data active means activation above about 7.8%;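 further: 0% = vehicle wells and 100% = reference activator wells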
* marks the source's active call; other numbers are inactive results; nt = no result given. The order is random (roughly 4.4% active in at least one column).

SMILES	HTRA1 inh	ARFGAP1 inhibitor	Rev-erbA mod	NPR2 activator	PG9 Ab binder	mABHD4 FP	NPR1 activator	ASAP1 inh	rCAG binder	SMARCA2 act
O=[N+]([O-])c1cccc(NC(=S)NCc2ccncc2)c1	4	13	-4	1	-0.3	7	5	17	0	-1
CCOC(=O)c1c(-c2ccc(F)cc2)cn2ccccc12	1	5	3	-4	-0.8	2	-2	-13	-3	1
COCCn1c(SCC(=O)c2ccccc2)nc2c(c1=O)SCC2	2	-3	0	7	-0.1	-4	-3	-11	-2	-4
C=CCN(C)CC#Cc1ccc(F)cc1	nt	nt	-4	-6	nt	-4	4	nt	1	0
Cc1onc(-c2c(F)cccc2Cl)c1C(=O)N(C)CC(=O)Nc1cccc(F)c1	1	1	-3	-4	-1.2	-1	1	10	0	0
NC(=O)C[C@H](NC(=O)c1ccc(Cl)cc1)C(=O)OCc1ccccc1	-1	-4	-7	-2	1.4	-8	3	8	-2	-2
Cn1nnnc1SCCNCc1ccc(Cl)cc1	3	-2	5	-2	-2.2	-4	-2	-11	-1	5
CCOc1cc2c(cc1/C=C1/NC(=O)N(CC(=O)OC)C1=O)OCO2	6	8	3	-3	-6.4	0	-5	10	-3	-4
COc1ccc(C(=O)NCCNc2nc3ccc(C)cc3cc2C#N)cc1	-11	5	-6	-6	45*	5	-1	-8	4	-3
CC(=O)NC1C(OCc2ccccc2)OC(CO)C(OC(C)=O)C1OC(C)=O (configuration not stated)	2	4	-2	-1	-0.9	6	1	10	0	-1
C[N+](C)(C)CCCCCC(=O)/C=N/O	2	4	-1	-5	-0.1	-3	0	-2	-5	-4
COc1cc(/C=N/NC(=O)COc2cc(C)cc(C)c2)ccc1OS(=O)(=O)c1ccc(C)cc1	-71	9	3	8	0.0	4	-3	-6	10	-4
COc1ccc2oc(C(=O)N(C)Cc3ccc4c(c3)OCCO4)c(C)c2c1	-22	-13	2	-2	-0.2	-9	4	-18	-2	0
Cc1nn(Cc2ccc(F)cc2)c(C)c1NC(=O)c1cc(-c2ccco2)on1	-6	nt	-1	4	nt	nt	-1	nt	nt	nt
CCOC(=O)N1CCN(C(=O)C2CCCN(S(=O)(=O)c3c(C)cc(C)cc3C)C2)CC1 (configuration not stated)	3	13	0	1	-2.4	-8	-3	4	-7	0
O=C(NCCN1C(=O)C2C3C=CC(C3)C2C1=O)Nc1ccccn1 (configuration not stated)	3	-4	-7	1	1.4	9	2	-1	1	-1
CC(C)Oc1cccc(C(=O)NC(=S)Nc2cccnc2)c1	-1	11	1	6	-0.8	-1	-2	4	2	5
C#CCN1C=CC(=O)[C@@H](OC(=O)Nc2ccc(Br)cc2)[C@H]1c1ccccc1Br	-29	7	0	-9	0.3	-26	-18	0	5	-1
O=[N+]([O-])c1ccc(NN=Cc2ccccc2)nc1	5	-4	1	-9	1.2	8	-5	-17	4	5
CCn1c(-c2sc(-c3ccccc3)nc2C)n[nH]c1=S	1	-13	3	-5	0.1	-2	-5	-2	0	-1
O=c1[nH]c2c(s1)C(c1ccccc1)C1C3CCC(C3)C1S2 (configuration not stated)	-38	-8	10	1	-0.2	-11	-2	1	16	0
CCN(c1ccc(NC(=O)COC(=O)c2ccc(C)s2)cc1)C(C)C	-1	-1	-3	3	-4.9	8	-2	-7	-4	2
Cc1cccc(C)c1NC(=O)C1(C)CSCC(=O)N1CCc1c[nH]c2ccccc12 (configuration not stated)	nt	-2	-2	1	0.6	-3	1	10	10	-4
O=C(/C=C/c1ccccc1)C1=C(O)C(=O)N(CCO)C1c1ccccc1[N+](=O)[O-] (configuration not stated)	-1	3	4	-3	0.7	10	-2	-24	3	-2
COc1ccc(C2CC(c3ccccc3Cl)Nc3ncnn32)cc1OC (configuration not stated)	-4	-4	-7	1	1.5	0	0	7	-2	-2
COCCCNC(=O)CCC(=O)NNc1nc2ccccc2c2nc(-c3ccccc3)nn12	-3	-6	2	0	0.7	0	2	0	2	-1
COc1ccc(NC(=O)c2cc(S(=O)(=O)N3CCOCC3)ccc2C)cc1S(=O)(=O)N1CCCCC1	-5	-3	3	4	-1.1	-17	-1	1	5	1
Cc1ccc(C(c2nnnn2CS(=O)(=O)c2ccc(C)cc2)N2CCCC2)cc1 (configuration not stated)	-7	13	-1	8	-0.5	-2	-2	10	-8	-1
COc1ccc(C(=O)n2nc(-c3ccccc3)nc2N)cc1OC	3	10	-3	10	-0.9	7	5	3	3	1
CCCCC#Cc1ccc(C(=O)NNC(=O)Nc2ccccc2)o1	1	2	5	-1	2.7	4	6	5	2	1
Cc1ccc(SCC(=O)Nc2ncc(C)s2)cc1	1	7	0	-7	-1.0	1	2	7	-2	-2
C=C1CCN([C@H](C(=O)NCc2ccccc2)C(C)C)S(=O)(=O)c2ccccc21	-12	-7	-3	2	0.3	-19	1	-11	-6	-1
Cc1ccc(N/C(C(Cl)=C(Cl)Cl)=C(/Cl)[N+](=O)[O-])c(C)c1	-2	1	1	2	-0.3	5	2	4	11	2
Cc1cc(C)c(OCC(=O)OCC(=O)NCc2ccco2)c(C)c1	8	-2	-3	6	2.4	4	0	3	1	3
COc1ccc(OCCOC(=O)c2cccc(-n3cnnn3)c2)cc1	-3	9	-1	-1	-1.2	2	2	-3	-1	3
COc1ccc(C(=O)COC(=O)c2c(C)noc2C)cc1Cl	-1	0	-2	0	-2.2	-5	-1	-13	1	1
CN(Cc1ccc(OC(F)F)cc1)C(=O)c1cccc(S(=O)(=O)N2CCN(c3ccccc3)CC2)c1	-13	6	-3	1	-0.8	-7	-1	14	5	-5
COC(=O)c1ccc(Cl)cc1NC(=O)/C=C/c1ccc(C)o1	-8	10	1	-7	-1.7	6	-8	0	6	-1
CCN(CC)C(=O)COc1ccc2oc(C)c(C(=O)OC(C)C)c2c1	-1	18	2	3	3.2	4	1	-8	-9	-5
NCCOc1ccccc1Cc1ccccc1	-2	2	-3	-7	-0.7	4	-6	4	6	1
COc1cc(NC(=O)CN2CCC(C)CC2)c(C)cc1[N+](=O)[O-]	-2	5	2	3	3.2	5	-1	-7	1	-2
Cc1ccc(C(=O)NNC(=O)CSc2nnc(C(C)C)n2C)cc1	1	10	-6	1	-2.9	5	1	-3	-2	-1
CCOC(=O)C1(C)CCN1C(=O)COc1ccc(C(C)(C)C)cc1 (configuration not stated)	nt	8	3	-1	0.0	9	6	-2	-3	2
COc1ccc(-c2nn(-c3ccccc3)cc2/C=N/NC(=S)NC(C)C)cc1OC	-54	-10	1	42*	-1.1	-14	31	2	9	2
O=c1oc2cc(Cl)ccc2n1CSc1nc2ccccc2s1	-36	1	5	-5	2.2	-30	-9	3	6	8.8*
CCCCN(C)C(=O)C1CCC(CNS(=O)(=O)c2ccc3c(c2)CC(C)N3C(C)=O)CC1 (configuration not stated)	3	-1	-3	-1	-0.3	1	1	-14	-8	-2
C[C@H](CO)N1C[C@H](C)[C@@H](CN(C)C)Oc2c(NC(=O)C3CC3)cccc2C1=O	2	-4	0	7	0.0	12	0	1	-3	0
COc1ccc(CN(Cc2nc3ccccc3c(=O)[nH]2)C(=O)NC2CCCCC2)cc1	-4	-2	4	-9	0.7	0	-10	-6	5	-2
COc1cccc(NC(=O)N2CCc3ccccc3C2)c1	-1	9	0	-1	-1.2	0	1	4	-5	1
COc1cccc(-c2nc(CS(=O)(=O)CC(=O)NC3CC3)c(C)o2)c1	-1	9	5	2	-2.6	-1	1	9	-1	-1

(list continues)
SMILES	HTRA1 inh	ARFGAP1 inhibitor	Rev-erbA mod	NPR2 activator	PG9 Ab binder	mABHD4 FP	NPR1 activator	ASAP1 inh	rCAG binder	SMARCA2 act
C=CC[n+]1c(C)csc1Nc1ccc(C)cc1	6	6	2	-1	-1.8	8	5	-4	-5	2
CCOc1ccccc1N1CCN(S(=O)(=O)c2cc(C)ccc2OC)CC1	1	2	5	-4	-0.3	4	-5	18	-10	-6
O=C(CNC(=O)c1cccnc1)N/N=C/c1ccc(O)cc1O	1	-10	-3	1	-2.8	-7	-4	8	-2	-4
O=C(c1c(F)c(F)c(F)c(F)c1F)N1CCc2ccccc21	-4	-3	7	-3	-0.5	5	7	-3	-4	2
COc1ccc(NC(=O)C/C(C)=N/NC(=O)c2cnccn2)c(OC)c1	8	2	-7	2	-0.9	-3	3	0	7	-1
Cn1nnnc1SCC(=O)NCCCc1ccccc1	-3	-10	-6	-3	2.9	-10	-4	-6	-1	-4
CS(=O)(=O)N(CC(=O)NCc1cccnc1)C1CCCCC1	-2	2	5	-1	-1.1	1	3	11	0	-1
COc1cc(/C=N/NC(N)=O)ccc1OC(=O)c1cccs1	7	-5	0	-2	-1.8	-1	0	4	-2	-1
C/C(=N\NC(=O)CNC(=O)c1cccnc1)c1cccc(O)c1	0	-7	2	-3	-0.4	6	0	-2	-1	0
COc1cc(-c2nc(-c3cccc(C)c3)no2)cc(OC)c1OC	-11	-5	-2	-2	1.4	-9	5	6	1	1
CCOC(=O)N1CCC(NC(=O)C2CCCN(S(C)(=O)=O)C2)CC1 (configuration not stated)	1	16	-3	-2	-0.7	-1	2	6	-2	-2
Cc1ccc(C)c(S(=O)(=O)N2CCN(C(=O)Cc3sc(C)nc3-c3ccc(F)cc3)CC2)c1	-16	-2	0	-6	1.3	-1	-3	14	4	-1
O=C(NCCc1ccc(S(=O)(=O)N2CCCC2)cc1)c1cccs1	-5	-18	-5	3	0.0	-1	-1	-11	3	0
Cc1cc(C(=O)Nc2nc(-c3ccccn3)cs2)ccc1[N+](=O)[O-]	-1	6	-1	5	0.3	3	3	22	6	0
Cc1noc(C)c1COc1cccc(C(=O)NCCc2c[nH]c3ccccc23)c1	-17	-6	3	2	-0.9	-8	-4	4	-4	-1
CCN(c1ccc(N=Cc2c(O)n(Cc3ccc(OC)cc3)c(=O)c3ccccc23)cc1)C(C)C	4	8	11	4	-2.8	0	3	-10	2	0
CC(=O)N1CCN(c2ccc(NC(=O)c3ccc(Cl)cc3)cc2)CC1	6	0	-1	-3	-2.2	-3	5	-5	-3	-1
Cc1cc(C)cc(NC(=O)CN(C)S(=O)(=O)c2cccc3nsnc23)c1	-12	18	1	-5	-0.6	-18	-4	8	3	-3
O=[N+]([O-])c1cc(/C=N/Nc2nc(N3CCOCC3)nc(N3CCOCC3)n2)ccc1Cl	-1	0	3	4	-0.9	4	-1	9	-1	-2
COc1ccc(S(=O)(=O)N(C)CC(=O)NCCC2=CCCCC2)cc1C	-9	13	3	3	-1.5	2	3	2	-9	-2
Cc1cc(C)nc(NNC2=CC(=[N+]3CCCCC3)CC(C)(C)C2)n1	0	-5	-3	2	-0.6	3	-3	7	-4	-4
CCc1ccc(CN2CCSCC2)cc1	7	6	-3	2	-0.8	5	2	-6	3	3
COCCNC(=O)Cn1cc(/C=C(\C#N)C(=O)NC2CC2)c2ccccc21	9	0	2	-4	-0.8	1	-4	-5	-4	-1
